RECQ1 helicase: qHTS Assay for Inhibitors of RecQ-Like Dna Helicase 1 (RECQ1). RECQ1 DNA unwinding, red fluorescence kinetic read. hit rate 0.54% among 240,000. ATP-dependent DNA helicase Q1 (Homo sapiens), P46063. Potency, µM (doses to about 57.3 µM), for inactives: at the highest dose activity, negative = inhibition, most hits filed as inhibitors. AID 2549, 2010;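 also: plate controls were vehicle for no effect and no enzyme for full effect; nearly all actives have a fitted effect of over 30% in size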
Target sequence (P46063 whole entry, looked up): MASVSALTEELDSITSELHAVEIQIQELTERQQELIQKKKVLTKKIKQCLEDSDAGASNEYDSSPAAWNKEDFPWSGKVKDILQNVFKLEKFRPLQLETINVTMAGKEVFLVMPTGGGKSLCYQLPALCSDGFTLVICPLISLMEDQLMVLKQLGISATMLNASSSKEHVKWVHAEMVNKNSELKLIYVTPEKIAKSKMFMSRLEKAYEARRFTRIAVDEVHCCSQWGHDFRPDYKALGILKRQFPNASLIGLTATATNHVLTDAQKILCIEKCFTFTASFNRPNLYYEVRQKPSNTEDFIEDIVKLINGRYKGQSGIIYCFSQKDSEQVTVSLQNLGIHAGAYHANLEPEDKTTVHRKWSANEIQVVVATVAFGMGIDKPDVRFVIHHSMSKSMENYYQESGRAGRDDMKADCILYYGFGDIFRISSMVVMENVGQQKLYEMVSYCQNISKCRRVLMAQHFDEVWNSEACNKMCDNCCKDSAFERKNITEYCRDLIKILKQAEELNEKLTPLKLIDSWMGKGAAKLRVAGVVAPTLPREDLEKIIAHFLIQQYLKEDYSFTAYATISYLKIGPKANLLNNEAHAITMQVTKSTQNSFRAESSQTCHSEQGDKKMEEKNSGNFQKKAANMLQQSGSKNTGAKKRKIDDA
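50 nM RECQ1T1 preincubated 15 min with compound in Tris pH 8.0 buffer with MgCl2, DTT, Tween-20 and 2.5 ug/ml poly(dI-dC); started with 200 nM TAMRA/BHQ-2 forked duplex and 2 mM ATP. Unwinding read as fluorescence (525/598 nm), two reads 2 h apart.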
L3MBTL1 inh: qHTS Assay for the Inhibitors of L3MBTL1; hit rate 0.66% among 230,000; Potency, µM (series often up to 57.1 µM), inactives show at the highest dose activity, negative = inhibition, most hits filed as inhibitors; AlphaScreen L3MBTL1–H3K9me1 peptide binding; Lethal(3)malignant brain tumor-like protein 1 (Homo sapiens), Q9Y468; also: % is scaled to controls: 0 for no effect and ±100 for the full control effect; nearly all actives have a fitted effect of over 60% in size
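AlphaScreen proximity signal between nickel-chelate acceptor and streptavidin donor beads (final 10 ug/mL) reports binding of 50 nM L3MBTL1 to 75 nM biotin-H3 K9me1 peptide; complex incubated with compounds 30 min at room temperature; cefsulodin titration as control.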
LMNA splice mod: qHTS Assay for Modulators of Lamin A Splicing | HeLa LMNA splicing GFP/RFP minigene ratio, 48 h | Potency, µM (titrated, usually from 46.1 µM), inactives show at the highest dose ratio change, negative = inhibition, most hits filed as inhibitors | hit rate 0.01% among 200,000 | AID 1487, 2009; active = well fitted inhibition curve with a large enough effect in the signal ratio, with a control signal flat, not every such curve was filed as active; inconclusive = small, poorly fitted or top-dose-only effect, or effect the other way, or a change in a side signal; the % refers to the signal ratio; also: % is scaled to controls: 0 for no effect and ±100 for the full control effect
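S3 HeLa stable clones carrying a lamin A-EGFP splicing minigene plus DsRed2 were seeded at 600 cells/well in Opti-MEM with 2% FBS, pin-dosed and incubated 48 h at 37°C. Acumen cytometry (488 nm) gave the GFP/RFP total-intensity ratio.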
JMJD2E inh: qHTS Assay for Inhibitors of Human Jumonji Domain Containing 2E (JMJD2E); JMJD2E catalytic domain, FDH-coupled NADH fluorescence (FDH is formaldehyde dehydrogenase); Potency, µM (top dose mostly 57.1 µM), inactives show top-dose activity change, negative = inhibition, hits mostly inhibitors; hit rate 1.6% among 230,000; active = well fitted inhibition curve with a large enough effect, not every such curve was filed as active; inconclusive = small, poorly fitted or top-dose-only effect, or another doubt; inactive = no such curve, though single readings can be large or run the other way;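 also: 0% = wells with enzyme and -100% = buffer wells without enzyme; nearly all actives have a fitted effect of over 50% in size; many of its hits are not listed in these tables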
Target sequence (B2RXH2 1-337 limits assumed): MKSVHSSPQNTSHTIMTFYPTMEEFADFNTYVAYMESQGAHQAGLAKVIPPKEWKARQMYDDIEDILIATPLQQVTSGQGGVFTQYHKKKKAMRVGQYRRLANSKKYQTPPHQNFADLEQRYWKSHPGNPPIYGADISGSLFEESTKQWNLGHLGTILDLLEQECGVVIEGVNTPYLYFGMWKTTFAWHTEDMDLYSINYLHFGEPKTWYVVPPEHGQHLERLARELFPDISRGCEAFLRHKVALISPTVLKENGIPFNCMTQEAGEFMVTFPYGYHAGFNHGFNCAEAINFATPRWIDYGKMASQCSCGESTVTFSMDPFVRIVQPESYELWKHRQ
Tau ThT inhib: qHTS for Inhibitors of Tau Fibril Formation, Thioflavin T Binding; Microtubule-associated protein tau (Homo sapiens), P10636; recombinant tau K18 P301L (four-repeat tau fragment), heparin-induced fibrillization, ThT fluorescence; Potency, µM (top dose mostly 57.4 µM), for inactives: top-dose activity, negative = inhibition, most hits filed as inhibitors; hit rate 2.1% among 270,000; also: % is scaled to controls: 0 for no effect and ±100 for the full control effect; nearly all actives have a fitted effect of over 55% in size
Target sequence (P10636 561-689 P618L limits assumed): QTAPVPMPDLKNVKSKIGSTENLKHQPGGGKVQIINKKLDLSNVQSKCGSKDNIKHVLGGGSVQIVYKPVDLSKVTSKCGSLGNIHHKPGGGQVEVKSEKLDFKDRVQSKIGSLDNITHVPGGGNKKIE
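Recombinant human tau K18 fragment […] carrying P301L, 15 uM unlabeled plus 0.24 uM Alexa 594-labeled, was fibrillized with 20 uM heparin in 100 mM sodium acetate pH 7 for 6 hr at 37 C; 30 uM ThT fluorescence read after 1 hr.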
Luc counter: Counterscreen for Luciferase (Kinase-Glo TM) Inhibition. Luciferin 4-monooxygenase (Photuris pensylvanica), Q27757. Kinase-Glo luciferase, ATP luminescence, 8 min. Potency, µM (series often up to 38.3 µM), inactives show top-dose activity change, negative = inhibition, hits mostly inhibitors. hit rate 0.28% among 200,000; also: % is scaled to controls: 0 for no effect and ±100 for the full control effect; nearly all actives have a fitted effect of over 60% in size
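Recombinant Kinase-Glo luciferase, 10 uM ATP (linear range), luciferin; imidazole pH 7.2 / KCl / MgCl2 / Tween / BSA buffer; 8 min RT; luminescence.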
SMN2 splice up: qHTS Assay for Enhancers of SMN2 Splice Variant Expression | HEK293 SMN2-luciferase splicing reporter, luminescence, 30-36 h | Potency, µM (highest dose often 46.1 µM), for inactives: at the highest dose activity change, positive = activation, usual class: activators | hit rate 2.8% among 210,000 | AID 1458, 2008; also: % of control where 0% means no effect; nearly all actives have a fitted effect of over 55% in size
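HEK293 cells carry an SMN2 minigene-luciferase reporter in which exon 7 inclusion puts luciferase in frame. Cells were seeded at 2000 cells/well, attached for 10-12 hours, then exposed to compounds for 30-36 hours at 37C before ONE-Glo luminescence.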
ALDH1A1 block: qHTS Assay for Inhibitors of Aldehyde Dehydrogenase 1 (ALDH1A1); Aldehyde dehydrogenase 1A1 (Homo sapiens), P00352; Purified ALDH1A1, NADH fluorescence, propionaldehyde substrate; Potency, µM (doses to about 75.3 µM), inactives show at the highest dose activity, negative = inhibition, usual class: inhibitors; hit rate 7.3% among 220,000; AID 1030, 2008; active = well fitted inhibition curve with a large enough effect, not every such curve was filed as active; inconclusive = small, poorly fitted or top-dose-only effect, or another doubt; inactive = no such curve, though single readings can be large or run the other way;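 also: plate controls were no enzyme wells and a reference inhibitor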
The depositor's hits bear a star; i = inactive; ? = inconclusive; · = not tested or not shown; [ ] = remark or other dose. Unless noted, calls follow the shape of the dose curve; as a rule, active = well fitted curve in the direction sought with a large enough effect; inconclusive = small, poorly fitted or top-dose-only effect, or another doubt; inactive = no such curve, though single readings can be large; an effect the other way counts as inactive or inconclusive. Potency is read from the fitted curve at half-maximal effect. Some of the compounds tested. The share of hits here may be higher or lower than overall.

SMILES	RECQ1 helicase	L3MBTL1 inh	LMNA splice mod	JMJD2E inh	Tau ThT inhib	Luc counter	SMN2 splice up	ALDH1A1 block
CCOC(=O)C1CCCN(c2nc3ccccc3nc2C(C#N)C(=O)OC(C)C)C1 (configuration not stated)	-7.9%	2.1%	-8.1%	?	?	2.0%	9.9%	-15.2%
CCN(CC)CCCN(Cc1cc2cc(OC)c(OC)cc2[nH]c1=O)C(=O)Nc1ccccc1	-5.3%	·	-0.6%	?	0.6%	-0.2%	11.4%	?
COc1cc2c3c(c1)C(C)CC(C)(C)N3C(=O)C2=O (configuration not stated)	10.8%	-17.4%	?	11.7%	?	-2.6%	9.3%	0.141µM*
NC1=NC(=O)C2(COC(c3cccc([N+](=O)[O-])c3)OC2)S1 (configuration not stated)	-6.9%	4.1%	·	-3.1%	-4.0%	1.5%	12.9%	?
O=C(CSc1ccccc1C(=O)O)NCc1ccco1	-1.8%	-1.6%	7.4%	4.3%	0.2%	-1.9%	-10.5%	3.6%
O=C(c1ccccc1)N1CCN(c2nc3ccc([N+](=O)[O-])cc3s2)CC1	i	-1.9%	·	-3.5%	?	0.8%	-74.5%[inhibitor]	10µM*
COc1ccc(/C=N/Nc2ncnc3c2[nH]c2ccccc23)c(OC)c1OC	-26.6%	2.7%	0.2%	?	1.0%	-3.5%	?	-14.9%
COc1ccccc1/C=C(/CC(=O)NCc1ccc2c(c1)OCO2)c1nc2ccccc2s1	-1.8%	-16.0%	?	?	-3.3%	-4.4%	-10.1%	1.41µM*
O=C1C[C@H]2CCCCC(=O)N3CC[C@@H](C1)[C@@H]23	i	10.0%	·	·	-3.0%[126 µM]	-0.3%[39.9 µM]	·	-10.9%[120 µM]
c1ccc2c(c1)CCN(c1nc3cc4c(cc3s1)OCO4)C2	-2.5%	-8.4%[11.4 µM]	?	18.2%	?	?	2.24µM*	25.1µM*
CC(C)CCNC(=O)CN(Cc1ccc2c(c1)OCO2)C(=O)Cn1nnc(-c2cccs2)n1	-8.7%	0.6%	22.5%	-2.9%	-6.8%	-2.6%	-5.6%	?
Cc1cccc(C)c1NC(=O)C(C)c1ccc(-c2ccccc2)c(F)c1 (configuration not stated)	7.3%	·	?	5.3%	-0.9%	0.3%	-42.0%[inhibitor]	4.2%
COC(=O)c1ccccc1NC(=S)N1CCC(N2CCCCC2)CC1	-6.7%	·	·	?	2.4%	10.6%	-30.0%	5.1%
CN(Cc1ccccc1)C(=O)c1ccccc1Br	-5.8%	1.5%	3.0%	5.9%	-6.5%	0.9%	7.0%	-0.2%
Cc1cc(C)n2nc(C(=O)Oc3ccc4c(c3)OCO4)nc2n1	i	-0.7%	-27.5%	7.3%	?	0.8%	6.7%	8.2%

Sorted by the number under ALDH1A1 block (rising): three from the list above
SMILES,RECQ1 helicase,JMJD2E inh,Tau ThT inhib,ALDH1A1 block
COc1ccccc1/C=C(/CC(=O)NCc1ccc2c(c1)OCO2)c1nc2ccccc2s1,-1.8%,?,-3.3%,1.41µM*
O=C(c1ccccc1)N1CCN(c2nc3ccc([N+](=O)[O-])cc3s2)CC1,i,-3.5%,?,10µM*
c1ccc2c(c1)CCN(c1nc3cc4c(cc3s1)OCO4)C2,-2.5%,18.2%,?,25.1µM*

New compounds follow.
SMILES	RECQ1 helicase	L3MBTL1 inh	LMNA splice mod	JMJD2E inh	Tau ThT inhib	Luc counter	SMN2 splice up	ALDH1A1 block
CN1CCN(c2ccc(NC(=O)c3cccc(OCc4ccccc4)c3)cc2)CC1	-6.7%	-4.5%	-8.2%	5.5%	?	-1.4%	-14.0%	12.9%
Cc1ccccc1C(=O)Nc1nc(-c2cccnc2)cs1	5.8%	-6.7%	·	?	?	·	·	·
COc1ccc2cc(Br)ccc2c1CC(=O)NC(C)(C)C	11.6%	38.2%[activator]	?	1.6%	-2.9%	0.6%	-47.0%[inhibitor]	-2.8%
COCCCNC(=S)NNC(=S)Nc1ccc(F)cc1F	-5.0%	·	1.3%	1.9%	-15.2%	9.3%	20.2%	7.94µM*
O=S(=O)(NC(=S)NC1CCCCC1)c1ccc(Br)cc1	-1.4%	-1.6%	-12.7%[46 µM]	-1.7%	-11.1%	1.3%	16.5%	25.1µM*
COc1cc(/C=N/Nc2ccc(C)cc2)cc(Br)c1O	-4.9%	-18.9%	10.1%[46 µM]	?	?	-0.3%	5.4%	25.1µM*
CCOc1ccc(N2Nc3n[nH]c(N)c3N2)cc1	i	-19.6%	0.2%	-2.5%	12.6µM*	-2.7%	?	-2.4%
Cc1ncoc1C(=O)N1CCCC(C(=O)c2cccc3ccccc23)C1 (configuration not stated)	6.3%	6.0%	·	-7.1%	-0.4%	-0.8%	·	0.1%
COc1ccc(C2Nc3ccccc3C(=O)N2NC(C)=O)cc1OC (configuration not stated)	-3.1%	6.5%	3.1%[46 µM]	?	5.2%	0.2%	9.7%	?
Cc1nn2c(-n3ccnc3C)c3c(nc2c1-c1ccccc1)CCC3	-5.1%	·	-5.5%	-0.3%	?	12.1%	12.2%	?
Cn1cnnc1SCC(=O)Nc1ccc(F)cc1F	10.4%	4.1%	-11.7%[46 µM]	2.3%	-0.9%	0.4%	·	-11.2%
CCOC(=O)C1=C(C)NC(=NC)SC1c1ccccc1 (configuration not stated)	i	4.4%	-3.5%[46 µM]	6.2%	1.3%	8.1%	1.4%	1.2%
O=C(CCN1C(=O)C2C3CCC(C3)C2C1=O)Nc1ccc([N+](=O)[O-])cc1 (configuration not stated)	-0.8%	-10.1%	·	-6.2%	3.8%	-0.6%	-29.0%	3.55µM*
O=C(CCc1ccccc1)NNc1cc(N2CCCCC2)nc(N2CCCCC2)n1	-7.5%	·	·	-2.0%	?	3.1%	-29.8%	6.7%
Cc1ccccc1OC(C)C(=O)NCc1cccnc1 (configuration not stated)	i	12.4%	·	-7.4%	1.2%	-1.7%	5.4%	0.8%
CCOc1ccc(CSC2=NCCN2)cc1[N+](=O)[O-]	i	16.0%	?	5.7%	?	2.2%	14.4%	3.9%
S=c1[nH]nc(COc2ccccc2)n1/N=C/C(Cl)=C/c1ccccc1	-9.2%	-19.3%	?	8.1%	?	-4.8%	27.1%	31.6µM*
Cc1cccc(NC(=O)c2ccc(C3SCC(=O)N3CCc3ccccc3)cc2)c1C (configuration not stated)	-2.2%	·	?	-8.1%	-7.1%	-2.7%	-45.6%[inhibitor]	?
COCCCNC(=S)NCCNc1nc2cc(C)cc(C)c2cc1C#N	i	9.0%	·	?	-1.1%	0.4%	4.2%	?
O=[N+]([O-])c1cc(/C=N/N/C(=N/c2ccccn2)c2ccccn2)ccc1O	3.2%	?	?	17.8µM*	?	-3.9%	2.7%	-4.7%
O=C(c1ccc(OC2CCN(CCc3ccccc3)CC2)cc1)N1CCCC(CO)C1 (configuration not stated)	i	46.1%[activator]	·	9.7%	-3.5%	·	·	2.0%
Cn1cnnc1SCC(=O)NCc1ccccc1	12.0%	6.4%	4.0%[46 µM]	-5.8%	-2.0%	0.1%	3.8%	1.6%
CNc1ncnc2sc(-c3ccccc3)cc12	-2.4%	·	·	?	-9.1%	·	·	?
Cc1ccc2[nH]c(=O)c3cc(C(=O)N(C)c4ccccc4C)sc3c2c1	-22.6%	-4.8%	·	0.8%	-0.1%	·	·	·
OCc1nc2nc(Cl)c(Cl)nc2[nH]1	-1.2%	2.7%	·	?	-9.8%	·	·	-5.7%
CCOC(=O)c1nn(-c2ccc(OCC)cc2)c2nc(-c3ccco3)c(C#N)c(=O)n12	-2.7%	5.4%	4.7%	?	-1.7%	3.4%	-16.9%	?
NNC(=O)C(=O)NCCCN1CCOCC1	-7.9%	-0.3%	?	175.3%[activator]	-10.8%	-0.1%	8.8%	6.2%
COc1ccc(S(=O)(=O)N(C)c2ccc(C(=O)N3CCC(C(N)=O)CC3)cc2)cc1OC	i	-1.5%	29.4%[46 µM]	-1.1%	4.2%	2.4%	24.9%	-15.4%
CCCCCC(=O)Nc1ccc(N2CCN(C(=O)c3ccccc3)CC2)cc1	i	-15.5%[11.4 µM]	-18.0%	-0.5%	?	1.4%	?	-1.8%
O=C(NCc1ccco1)c1cnn2c(C(F)F)cc(-c3ccccc3)nc12	i	1.8%	9.9%	-0.4%	-8.0%	2.8%	?	?
CCOC(=O)N1CCC(NC(=O)CS(=O)Cc2nc(-c3ccc(OC)c(OC)c3)oc2C)CC1 (configuration not stated)	i	4.5%	1.7%	?	-3.0%	0.1%	-15.9%	?
C=C(C(=O)c1ccccc1)C(CC(=O)c1ccccc1)c1ccccc1 (configuration not stated)	-3.0%	42.6%[activator]	?	?	?	5.8%	-86.1%[inhibitor]	?
O=C(Cn1cnc2c(nnn2-c2cccc(Cl)c2)c1=O)N1CCOCC1	-4.2%	5.8%	-5.8%	20.5%	?	1.4%	-7.2%	1.7%
Cc1nc2ccc(S(=O)(=O)N(C)CC(=O)N3CCc4ccccc43)cc2s1	i	-1.8%	?	-2.2%	-10.1%	·	·	-1.3%
Clc1ccc(Cc2ccc(Cl)nn2)c(Cl)c1	-15.8%	4.8%	2.4%	-3.5%	5.5%	-0.2%	-8.1%	5.1%
O=C(CCCc1cccs1)Nc1ccc2c(c1)OCO2	-16.8%	2.6%	-19.8%[46 µM]	11.2%	-11.9%	-3.0%	14.1µM*	0.4%
COc1ccc(C(=O)c2c[nH]c(C(=O)N=CN(C)C)c2)cc1	i	9.3%	0.5%[46 µM]	-6.7%	4.0%	-1.7%	24.2%	2.4%

Screening data as filed in PubChem.
